Rad51 HR inh: blocks human Rad51 in homologous recombination. Q06609. hRad51 DNA strand exchange, fluorescence dequenching. inhibition, % at 10 µM. 200,000 tested, 0.085% active. AID 1385;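 active means inhibition above 40% at the single screening dose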;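 further: 0% = DMSO control wells and 100% = blanks with heterologous ssDNA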
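Test system – preformed human Rad51 ssDNA filaments · Reagent – Donor/quencher-labelled 47-bp dsDNA substrate · Incubation – 37 °C 15-min filament assembly, 30-min compound preincubation, 15-min exchange · Signal – FRET fluorescence dequenching, excitation 485 nm, emission 520 nm · Read-out – percent inhibition from fluorescence, normalised to plate control and blank means · Benchmarks – plate control and blank wells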
KCC2 mod: KCC2 (human) Cl- transport modulation; KCC2 cells, thallium flux FluoZin-2 fluorescence; B-score of Tl+ flux slope (higher = more flux/activation; lower = inhibition) at 10 µM; Q9H2X9; AID 1456; 190,000 tested, 2.2% active;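 active means thallium flux slope and its plate-corrected score both differing from the plate sample mean at a set confidence after two filtering rounds, in either direction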;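 further: slope of fluorescence scaled to starting intensity during 10 to 20 s after thallium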
14-3-3 Bad inh: disrupts binding of bovine 14-3-3 zeta to phospho-Bad peptide; TR-FRET 14-3-3zeta/Dy647-pBad peptide displacement, 1 h; AID 781; P63103; 220,000 tested, 0.71% active; inhibition, % at 21.7 µM;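 active means inhibition above about 70%, limit read from the data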;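 further: 0% = full 14-3-3 plus peptide FRET controls and 100% = background without 14-3-3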
Target sequence (P63103 whole entry, looked up): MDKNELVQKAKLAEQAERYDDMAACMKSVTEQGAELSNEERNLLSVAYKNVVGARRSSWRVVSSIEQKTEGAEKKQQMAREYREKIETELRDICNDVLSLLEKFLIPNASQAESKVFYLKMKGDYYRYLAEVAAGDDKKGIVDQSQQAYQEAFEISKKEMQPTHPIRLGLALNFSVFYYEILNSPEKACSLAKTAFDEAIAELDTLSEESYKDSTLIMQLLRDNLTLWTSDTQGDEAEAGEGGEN
thrombin 1536: thrombin (human) inhibition | alpha-thrombin, Boc-VPR-AMC fluorogenic substrate cleavage | inhibition, % at 5 µM | 220,000 tested, 0.26% active | AID 1046;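 active means inhibition at or above 40%; inactive means inhibition below 40%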;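 further: 0% = enzyme with no compound and 100% = wells without enzyme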
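System – human alpha-thrombin protein · Reagent – Boc-VPR-AMC substrate, 15 µM final · Compound – 5 µM single dose in 0.2% DMSO · Schedule – reaction at room temperature · Technique – AMC fluorescence at 355 nm excitation and 460 nm emission · Read-out basis – % inhibition relative to enzyme controls and enzyme-free blanks · Control set – no-compound enzyme wells and no-enzyme blanks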
KLK5 inh: blocks human kallikrein 5 protease activity. recombinant hK5, fluorogenic AMC substrate cleavage. inhibition, % at 5 µM. 210,000 tested, 0.59% active. AID 873;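 active means inhibition of 40% or more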;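 further: 0% = enzyme controls without compound and 100% = no-enzyme blanks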
EBV gp42 block: inhibitors of Epstein-Barr virus glycoprotein 42; Fluorescence polarization binding assay, mP read-out; inhibition, % (tested at 21.74 µM); 220,000 tested, 0.42% active; in the data active means inhibition above about 50%
Target sequence (Q1HVG2 whole entry, looked up): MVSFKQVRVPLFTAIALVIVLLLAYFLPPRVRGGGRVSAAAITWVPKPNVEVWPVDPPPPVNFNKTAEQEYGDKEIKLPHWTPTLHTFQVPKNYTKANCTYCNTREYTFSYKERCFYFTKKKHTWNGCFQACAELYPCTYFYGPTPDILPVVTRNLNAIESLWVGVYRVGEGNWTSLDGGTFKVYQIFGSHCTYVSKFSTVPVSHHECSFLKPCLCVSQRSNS
NCF1 inh: p47phox (human) inhibition; P14598; p47phox/p22phox peptide binding, fluorescence polarization, 2 h; inhibition, % at 24.7 µM; 220,000 tested, 0.53% active; AID 1274;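 further: 0% = p47phox with labelled peptide and 100% = labelled peptide alone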
Furin inh: blocks human furin protease activity; 220,000 tested, 0.061% active; inhibition, % at 30 µM; AID 463115; purified furin, fluorogenic substrate cleavage; in the data active means inhibition above about 25%; further: inactives centre near -15
Target sequence (P09958 108-714 limits assumed): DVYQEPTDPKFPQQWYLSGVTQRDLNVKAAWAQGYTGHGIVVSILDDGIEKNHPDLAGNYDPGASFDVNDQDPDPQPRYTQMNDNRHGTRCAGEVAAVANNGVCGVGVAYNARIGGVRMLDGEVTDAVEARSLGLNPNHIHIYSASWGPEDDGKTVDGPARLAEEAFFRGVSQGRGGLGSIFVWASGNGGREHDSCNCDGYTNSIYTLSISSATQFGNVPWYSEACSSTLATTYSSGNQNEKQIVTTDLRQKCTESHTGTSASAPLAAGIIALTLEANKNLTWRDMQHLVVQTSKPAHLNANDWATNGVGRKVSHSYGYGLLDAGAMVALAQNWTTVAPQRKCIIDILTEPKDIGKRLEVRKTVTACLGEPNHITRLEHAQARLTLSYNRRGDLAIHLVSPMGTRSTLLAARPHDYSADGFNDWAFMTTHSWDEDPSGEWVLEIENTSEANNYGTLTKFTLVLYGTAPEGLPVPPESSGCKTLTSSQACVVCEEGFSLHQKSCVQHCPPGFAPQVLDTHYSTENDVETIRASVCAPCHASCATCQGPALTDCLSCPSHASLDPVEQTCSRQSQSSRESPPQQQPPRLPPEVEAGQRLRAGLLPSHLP
eIF4E-4G inh: inhibitors of eIF4E and eIF4G interaction in translation initiation | P63073+Q04637 | TR-FRET eIF4E-eIF4GI(517-606) binding, 2 h | inhibition, % at 21.7 µM | 220,000 tested, 0.37% active | AID 782;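 further: 0% = full FRET control wells and 100% = background wells lacking eIF4GI fragment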
The depositor's hits bear a star; i = inactive; / = no result given; [ ] = dose if it differs, or a comment.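 How the source made its calls, unless noted: active means inhibition above about 30% (limit read from the data); inactive means the rest.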

SMILES	Rad51 HR inh	KCC2 mod	14-3-3 Bad inh	thrombin 1536	KLK5 inh	EBV gp42 block	NCF1 inh	Furin inh	eIF4E-4G inh
CC(=C/C(=O)O)/C=C/c1ccc(Cl)o1	-21	0.16	-4	4	-6	-13	-21	-5[20 µM]	9
Cc1cc(C(=O)Nc2nnc(C(F)(F)F)s2)no1	-5	0.61	61	2	-6	-19	-7	-24[20 µM]	-2
C=CCN1CCN(c2ccncc2S(=O)(=O)N2CCOCC2)CC1	10	0.047	-2	-5	-19	-18	13	-11[20 µM]	4
CC(=O)Nc1sc(N/N=C\c2ccccc2Cl)nc1-c1cccs1	6	-0.063	12	1	5	-8	-2	-14	4[fluorescence artefact?]
Cc1ccc(NC(=O)c2cc(-c3ccc(C)o3)nc3ccccc23)cc1	0	1.5	-2	-1	-13	-22	-16	-17[20 µM]	-3
COc1ccccc1NC(=O)c1cc(S(=O)(=O)NCc2ccccc2)ccc1F	1	0.098	-18	-7	4	-1	-2	-21	2
Cc1c(C(=O)Nc2ccc(N3CCOCC3)cc2)oc2ccccc12	-7	-1.5	-13	-7	-19	5	-9	-8	11
CCNC(=S)N/N=C1\C(=O)c2cccc3cccc1c23	-4	24*	-10	-1	-57	3	-18	-9[20 µM]	-20
COc1ccc(NC(=O)/C(C#N)=C\c2ccc(N3CCOCC3)o2)cc1	i	i	-15	-5	3	-317	-15	-1	1
CCN(CC)C(=O)CN1CCN(c2ncccn2)CC1	/	0.43	47	33	64*	4	-9	-26	4
COc1ccc(/C=C/C(=O)OCc2nc3ccccc3c(=O)[nH]2)c(OC)c1	-2	1.2	-3	-3	3	-5	-5	-23	-2
CCOC(=O)C1=NN(C(=O)c2ccco2)C2(CC2)C1	1	-0.24	-12	-4	-19	-7	-12	-23	0[fluorescence artefact?]
O=C(OC1Cn2c(=O)ccc(=O)n2C1)c1ccccc1	1	0.1	-2[fluorescence artefact?]	0	-7	-9	-5	-10	8[fluorescence artefact?]
O=C(c1cc2ncc(Br)cn2n1)N1CCCCC1	9	1.2	4	18	2	-8	0	-21	5
CC(=O)c1ccc(NC(=O)C(C)Sc2ccccn2)cc1 (stereo not drawn)	0	1.1	1	-6	-3	-9	-9	-13	3

Complete entries from above. Values in the order: Rad51 HR inh, KCC2 mod, 14-3-3 Bad inh, thrombin 1536, KLK5 inh, EBV gp42 block, NCF1 inh, Furin inh, eIF4E-4G inh
CCN(CC)C(=O)CN1CCN(c2ncccn2)CC1 is listed as /, 0.43, 47, 33, 64*, 4, -9, -26, 4
O=C(OC1Cn2c(=O)ccc(=O)n2C1)c1ccccc1 is listed as 1, 0.1, -2[fluorescence artefact?], 0, -7, -9, -5, -10, 8[fluorescence artefact?]
COc1ccc(NC(=O)/C(C#N)=C\c2ccc(N3CCOCC3)o2)cc1 is listed as i, i, -15, -5, 3, -317, -15, -1, 1

Following part.
SMILES	Rad51 HR inh	KCC2 mod	14-3-3 Bad inh	thrombin 1536	KLK5 inh	EBV gp42 block	NCF1 inh	Furin inh	eIF4E-4G inh
Cc1ccc(F)cc1CNC(=O)c1cc(COc2ccc3ncccc3c2)on1	/	-1.5	1	-3	/	13	0	-14	0
CCOC(=O)C1=C(c2ccccc2)NC(SCC)=C(C#N)C1c1cccnc1 (stereo not drawn)	3	/	-8	1	-35	-5	-3	-11[20 µM]	-8
O=C(c1cccc([N+](=O)[O-])c1)c1ccccn1	18	0.074	-2	1	-13	-8	3	-18	-4
CCC(=O)N1CCc2cc(S(=O)(=O)NCCC(=O)N3CCc4ccccc4C3)ccc21	0	-0.86	-1[fluorescence artefact?]	1	-1	4	-11	-22	10
CCOC(=O)/C(C#N)=N/Nc1c(S(=O)(=O)Cc2ccco2)csc1C(=O)OC	-1	-0.34	-8	-11	-1	-19	-16	-6	10
CC(C)(C)CN1CCNC(=O)C1CC(=O)NCCc1ccccc1C(F)(F)F (stereo not drawn)	12	-0.0031	-12	0	/	-7	-14	-20	-5
CC(C)c1ccc(C2NC(=S)NC3=C2C(=O)CCC3)cc1 (stereo not drawn)	2	-0.71	-2[fluorescence artefact?]	-1	-12	0	-9	-27	8
C=CCc1c(C)nc(SCCC)[nH]c1=O	-5	-0.31	-10	-4	-1	-9	-6	-21	-2
Cc1nc(SCC(=O)NCc2ccccc2)c2c(=O)n(C)c(=O)n(C)c2n1	-3	-2.2	7[fluorescence artefact?]	-1	0	-8	-15	-21	1[fluorescence artefact?]
COc1ccc(/C=N/NC(=O)C(O)(c2ccccc2)c2ccccc2)cc1OC	/	-0.27	3	-3	-12	-18	-11	-8	-6
C=CCc1cccc(/C=N/NC(=O)c2ccccc2OC)c1O	13	-0.3	-12	13	-10	-4	-2	-2	1
COc1ccccc1NS(=O)(=O)c1ccc(O)c(C(=O)OCC(=O)N2CCc3ccccc32)c1	4	-1.9	8	0	2	-16	-26	-28	-11
Cc1ccc2[nH]c(SCC(=O)N3CCOCC3)nc2c1C	-1	/	-4	7	2	-17	9	-19[20 µM]	1
CC(=O)COc1ccc2c(C)c(-c3ccccc3)c(=O)oc2c1	-4	-1.7	2	9	9	11	5	-3	1
COc1ccccc1NC(=O)C1=C(C)Nc2nc3ccccc3n2C1c1cccs1 (stereo not drawn)	21	-0.2	-8	-5	-11	15	-8	-13	4[fluorescence artefact?]
Cc1ccc(NC(=O)COc2ccc(C3SCCS3)cc2)cc1	9	0.63	-9	-7	-11	-10	6	-19	18
CN(C)CCNC(=O)/C(=C/c1cccc([N+](=O)[O-])c1)NC(=O)c1ccccc1	-9	2.7	14	1	-5	8	0	-3	6
O=C(N=C1SCC(=O)N1c1ccccc1)c1ccco1	-8	-0.69	3	4	-3	-21	-20	-13[20 µM]	1
C=CCn1c(SCC(=O)Nc2cc(C)on2)nnc1C1COc2ccccc2O1 (stereo not drawn)	-9	-0.54	2	-8	-4	6	-2	-13	-3
CCOC(=O)C1=C(O)/C(=C\c2cccc(OC)c2)N=C1C	-4	/	-1[fluorescence artefact?]	8	-12	-31	-29	-16[20 µM]	0[fluorescence artefact?]
NC(=O)CC12CC3CC(C1)CC(CC(N)=O)(C3)C2	-7	1.3	-6	3	-4	0	-34	-8[20 µM]	-1
COc1ccc(-n2nc(C(=O)O)nc2-c2ccccc2)cc1	-1	0.58	28	-1	-15	4	-3	-20[20 µM]	1[fluorescence artefact?]
CCOC(=O)Cc1csc(NC(=O)CSc2nnc(-c3ccc(F)cc3)o2)n1	5	0.91	6	-1	0	-16	-14	1	3
CCOC(=O)Cc1cnc(NC(=O)CSc2nc(N)cc(=O)[nH]2)s1	11	0.34	2	2	5	-30	-1	-17	6
Cc1cc(C)n2c(SCC(=O)N(CC(C)C)c3c(N)n(CC(C)C)c(=O)[nH]c3=O)nnc2n1	14	/	-8	-11	2	-6	1	-16	2
CC(C)CCNC(=O)NC(=O)CSc1nnc(-c2ccccc2F)n1N	-2	-0.17	-17[fluorescence artefact?]	23	76*	-6	-11	-23[20 µM]	-10[fluorescence artefact?]
O=C(O)C1CC=CCC1C(=O)c1ccccc1 (stereo not drawn)	-3	0.76	2	1	-2	4	3	-21[20 µM]	-2
FC(F)Oc1cccc2cccnc12	10	1	2	3	2	-25	-3	-16[20 µM]	-4
Cc1ccc(NC(=O)CCSc2ccccc2)c(C)c1	0	-0.21	-6	/	-3	-4	-2	-14	-2
CCN(CC(=O)NC1CCS(=O)(=O)C1)Cc1nc2c(Br)cc(Br)cc2c(=O)[nH]1 (stereo not drawn)	12	-0.54	-16	-1	0	-17	-14	-23	0

Entries listed above marked active in KCC2 mod:
Molecule | KCC2 mod | 14-3-3 Bad inh | thrombin 1536 | KLK5 inh | EBV gp42 block | NCF1 inh | Furin inh | eIF4E-4G inh
CCNC(=S)N/N=C1\C(=O)c2cccc3cccc1c23 | 24* | -10 | -1 | -57 | 3 | -18 | -9[20 µM] | -20

(continued)
SMILES	Rad51 HR inh	KCC2 mod	14-3-3 Bad inh	thrombin 1536	KLK5 inh	EBV gp42 block	NCF1 inh	Furin inh	eIF4E-4G inh
CCOC(=O)C1(CC2CCCCO2)CCN(Cc2nc(-c3cccs3)oc2C)CC1 (stereo not drawn)	/	/	-1	3	22	-4	-8	-19	1
COc1ccc(CSc2nc3ccccc3c(=O)[nH]2)cc1F	12	1.1	-10	-9	0	-3	-7	-17	2
O=C(CSc1nnc(CCc2nc3ccccc3[nH]2)n1-c1ccccc1)NCc1ccco1	-5	-0.071	1	4	-10	0	-9	-7	-2
CC(=O)Cc1nsc(NC(=O)c2ccc(-c3ccc(Cl)cc3Cl)o2)n1	0	/	-3[fluorescence artefact?]	2	-1	-5	-21	-13[20 µM]	12
COc1ccc(C(C)NC(=O)c2ccccc2)cc1 (stereo not drawn)	8	0.051	-4[fluorescence artefact?]	-5	-19	-3	2	-13[20 µM]	-5[fluorescence artefact?]
CC(C)C(=O)N(Cc1ccccc1)c1ccccn1	-2	-1.1	-3[fluorescence artefact?]	-6	-22	-14	-6	-18[20 µM]	0[fluorescence artefact?]
CNC(=O)COC(=O)/C=C/c1ccc(F)cc1	6	/	-3	-12	1	-17	-7	-24	1
CCCCC1CC1C(=O)Nc1ccc(OC)c(OC)c1 (stereo not drawn)	/	-0.47	8	-1	-14	-8	-4	-30	1
O=C1CC(c2ccccc2)CN1C(=O)c1ccccc1 (stereo not drawn)	5	-0.62	-3	2	-4	-12	-10	-27	4
C=CCN(c1cccc(C(F)(F)F)c1)S(=O)(=O)c1cccc(C(=O)OCC(=O)Nc2ccccc2)c1	1	-0.97	10[fluorescence artefact?]	3	-14	-19	-6	-9	5[fluorescence artefact?]
Cc1cc(OC(=O)c2cc(Cl)nc3ccccc23)ccc1Cl	2	0.43	-13	-4	-14	-15	-19	-5[20 µM]	-10[fluorescence artefact?]
CCOC(=O)Nc1c2ccccc2nc2ccccc12	13	0.56	-1	-8	-10	-4	-19	-9	-4
S=c1[nH]nc(-c2cccs2)n1/N=C/c1cccs1	16	8.6	-19	-9	8	-15	1	-29	21
COc1ccc(-c2nc3scc(-c4ccccc4)n3n2)cc1	-5	/	5	5	3	3	-11	-1[20 µM]	1
COc1ccc(/C=C/C(=O)O)cc1S(=O)(=O)N1CCC(C)CC1	/	0.051	-1	-10	1	-13	-13	-23	-1
O=[N+]([O-])c1cccc(CSc2nc3ccccc3[nH]2)c1	-2	-0.51	5	-12	-10	0	3	-11	4
O=C(COc1ccccc1Cl)NC(=O)NC1CCCC1	-7	/	5	-3	-6	-4	-5	-3	5
Cc1cccc(N(CC(=O)NC(C)(C)C)C(=O)CNC(=O)c2cccs2)c1C	1	0.46	-5	0	-1	-11	-3	-21	-2
O=C(Cn1c(=O)n(CC2CCCO2)c(=O)c2ccccc21)N1CCN(c2ccccc2)CC1 (stereo not drawn)	-4	/	-7[fluorescence artefact?]	-9	-15	-20	-9	-25	-6[fluorescence artefact?]
Cc1cc(C)cc(C(=O)O/N=C(\N)c2ccc(Br)cc2)c1	-3	0.2	-5[fluorescence artefact?]	1	-10	-6	-8	0[20 µM]	-3
S=C1SCN(Cc2ccccn2)CN1Cc1ccco1	/	0.1	-7[fluorescence artefact?]	-2	-9	-10	-15	-18	-3[fluorescence artefact?]
CCOC(=O)Cn1c(C)cc(=O)c2ccccc21	-1	0.61	-7	2	-5	-5	-1	-14[20 µM]	0
C=CCCN([C@@H](C)C(=O)OC)S(=O)(=O)c1ccccc1Br	1	-0.74	-1	-3	1	3	2	-18	-4
CCN(Cc1cc(=O)n2ccsc2n1)Cc1nc2ccccc2c(=O)[nH]1	-2	-0.58	-14	-9	-6	-18	-9	-26	2
CC(C)CC(c1nnnn1Cc1ccc(F)cc1)N1CCC(C(N)=O)CC1 (stereo not drawn)	6	1.2	-3	/	-5	-15	-1	-17	-1

Bioassay records: PubChem BioAssay, several laboratories
